TRPC6 inh = blocks the mouse TRPC6 cation channel. B-score at 10 µM. 310,000 tested, 1.1% active. HEK293-TRPC6, membrane potential dye, ACh-evoked depolarization; stronger effect = lower value. AID 2553;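 active means B-score under library mean minus 3 SD, initial fluorescence not abnormally high, positive integrated signal ratio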;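 further: B-score derived from integrated fluorescence ratio over the kinetic read; more negative B-score means stronger inhibition of depolarization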
TRPC4 agonist = opens the mouse TRPC4 cation channel | HEK293 TRPC4beta/mu-opioid, Fluo4 calcium fluorescence; stronger effect = higher value | B-score at 10 µM | 310,000 tested, 0.49% active | AID 2237;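 active means B-score above 5 SD of library B-scores, and initial fluorescence ratio not above library mean plus 5 SD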;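 further: positive B-score marks a calcium rise read as TRPC4 activation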
Target sequence (Q9QUQ5 whole entry, looked up): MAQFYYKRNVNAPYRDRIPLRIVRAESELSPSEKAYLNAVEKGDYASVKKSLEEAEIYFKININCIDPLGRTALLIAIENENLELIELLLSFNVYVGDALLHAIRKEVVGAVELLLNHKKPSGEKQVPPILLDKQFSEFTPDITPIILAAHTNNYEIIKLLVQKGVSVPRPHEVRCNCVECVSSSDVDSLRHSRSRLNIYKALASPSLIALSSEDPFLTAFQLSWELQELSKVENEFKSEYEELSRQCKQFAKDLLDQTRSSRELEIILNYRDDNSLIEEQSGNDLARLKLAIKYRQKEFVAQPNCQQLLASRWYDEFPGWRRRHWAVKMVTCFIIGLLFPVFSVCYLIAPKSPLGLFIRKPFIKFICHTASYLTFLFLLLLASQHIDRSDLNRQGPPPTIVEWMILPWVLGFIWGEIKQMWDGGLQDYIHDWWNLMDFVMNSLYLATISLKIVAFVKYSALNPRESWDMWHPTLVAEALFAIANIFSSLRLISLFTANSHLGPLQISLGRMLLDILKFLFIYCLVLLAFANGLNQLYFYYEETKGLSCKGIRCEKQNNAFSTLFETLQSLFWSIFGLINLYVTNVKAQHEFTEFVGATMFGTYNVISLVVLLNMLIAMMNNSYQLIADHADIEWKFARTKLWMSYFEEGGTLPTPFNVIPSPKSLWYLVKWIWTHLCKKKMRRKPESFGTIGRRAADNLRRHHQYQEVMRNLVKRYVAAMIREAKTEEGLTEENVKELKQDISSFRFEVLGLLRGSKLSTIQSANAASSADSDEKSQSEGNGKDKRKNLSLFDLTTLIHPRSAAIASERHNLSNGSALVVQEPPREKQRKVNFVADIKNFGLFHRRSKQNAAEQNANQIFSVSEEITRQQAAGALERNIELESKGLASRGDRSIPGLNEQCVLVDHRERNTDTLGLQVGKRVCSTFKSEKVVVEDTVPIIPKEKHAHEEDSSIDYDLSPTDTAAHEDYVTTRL
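System: HEK293 cells stably co-expressing mouse TRPC4beta and mu-opioid receptor; Schedule: Fluo4 dye loading 45 min at room temperature, 110 s recording; Detection: Fluo4 fluorescence, kinetic; Evaluation: B-scored integrated calcium fluorescence ratio; Controls: buffer (low) and maximal DAMGO (high).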
PolyA inhibitor = blocks polyadenylation in yeast reporter cells | calls only at 12 µM | 300,000 tested, 0.02% active | S. cerevisiae SKY197-pL101 polyadenylation reporter, beta-gal luminescence; efflux-impaired pdr1/pdr3 knockout yeast; score 100 = 6 SD above DMSO | AID 1875;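 active means lowest replicate activity score at least 50, where 100 means six control SD above control mean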;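 further: yeast exposed to compound for 9 h at 30 °C; higher score means more reporter readthrough which indicates perturbed polyadenylation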
HIF act = HIF pathway transcriptional activation | AID 1910 | U2OS HRE-luciferase reporter, luminescence; normalized: DMSO 0%, desferrioxamine 100% | activation, % at 7.5 µM (by protocol) | 300,000 tested, 0.32% active;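 active means mean activation of at least 10% of the iron chelator positive control signal, with at least half of replicates also reaching 10%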
MrgX1 allo act = allosterically activates human MrgX1 receptor signaling. AID 588675. MrgX1-HEK293, Fluo-4 calcium flux, FDSS; stronger effect = higher value. B-score at 10 µM. 310,000 tested, 0.63% active. Q96LB2;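 active means plate-corrected calcium response at least 3 library SD above typical, normal starting fluorescence, not activating the receptor alone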;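 further: compound read alongside a low EC10 to EC30 dose of BAM8-22 agonist; peak minus trough fluorescence over baseline measured at the second addition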
TRPC4 PAM = allosteric potentiators of mouse TRPC4 channel. Q9QUQ5. HEK293 TRPC4beta/mu-opioid, DAMGO EC20, Fluo-4 Ca2+ flux; stronger effect = higher value. B-score at 10 µM. 310,000 tested, 0.42% active. AID 2227;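 active means B-score of calcium response area above 5 SD of library B-scores, with initial fluorescence ratio within 5 SD of library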;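 further: B-score of integrated fluorescence ratio over time as area under calcium response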
MrgX1 agonist = human MrgX1 receptor agonism, primary screen. 310,000 tested, 0.44% active. B-score at 10 µM. Q96LB2. MrgX1-HEK293 cells, Fluo-4 calcium fluorescence, agonist mode; stronger effect = higher value;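 active means calcium response B-score plate-corrected fluorescence ratio at least 3 library SD, with starting fluorescence B-score inside 5 SD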
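Test system: Stable human MrgX1 HEK293 cell line | Schedule: Overnight plating before 1 h dye loading | Read-out basis: Baseline-normalised fluorescence change ratio, B-scored | Detection: Kinetic calcium dye fluorescence, Fluo-4 NW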
MrgX1 antagonist = antagonists of human MrgX1 receptor | B-score at 10 µM | 310,000 tested, 1.3% active | MRGX1-HEK293 calcium flux, Fluo-4, BAM8-22 antagonism; stronger effect = lower value | AID 588676 | Q96LB2;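 active means calcium-response B-score plate-corrected more than 3 library SD below zero, starting fluorescence within 5 deviations, no agonist response on first addition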;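 further: peak minus trough fluorescence over baseline after final BAM8-22 challenge near maximal dose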
TRPC6 act = activates the mouse TRPC6 cation channel | Q61143 | HEK293-TRPC6 membrane potential dye fluorescence; stronger effect = higher value | B-score at 10 µM | 310,000 tested, 0.13% active | AID 2550;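 active means B-score of the integrated fluorescence ratio above library mean plus 3 SD, and starting fluorescence ratio within library mean plus 5 SD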;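 further: higher score means more depolarization so channel activation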
AI-2 QS mod = modulators of Vibrio harveyi AI-2 quorum sensing system. Vibrio harveyi JMH597 AI-2 luminescence/OD600 ratio, 9 h; stronger effect = lower value; strain lacks LuxN and CqsS sensors; 0 = neutral-control median. activity change, % at 7.5 µM. 300,000 tested, 0.4% active. AID 2094; in the data active means activity change below about -75%, passing the limit was not always enough;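 further: luminescence divided by OD600 gain over 9 h not by final OD600 alone; inactives centre near 13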
TRPC4 block = blocks the mouse TRPC4 cation channel | Q9QUQ5 | HEK293 TRPC4beta/mu-opioid, DAMGO-evoked Fluo4 calcium flux; stronger effect = lower value | B-score at 10 µM | 300,000 tested, 0.39% active;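 active means B-score over 3 SD under the library average, no early fluorescence shift, positive overall ratio signal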
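Test system – stable TRPC4beta/mu-opioid receptor HEK293 cells · Probe or stimulus – DAMGO, a submaximal dose followed by a maximal one · Dosing – one concentration per compound · Signal – Fluo4 calcium fluorescence by kinetic imaging, 5 s 1 Hz baseline · Evaluation – per-well B score of integrated baseline-normalized Fluo4 ratio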
An asterisk follows results filed as active. Some of the compounds tested (hit frequency here may not be typical).

`COc1ccc(S(=O)(=O)N2CCOCC2)cc1NC(=O)c1ccc2c(c1)OCCO2` gave TRPC6 inh inactive, TRPC4 agonist inactive, PolyA inhibitor inactive, HIF act -0.4, MrgX1 allo act inactive, TRPC4 PAM inactive, MrgX1 agonist inactive, MrgX1 antagonist inactive, TRPC6 act inactive, AI-2 QS mod 16.4 and TRPC4 block inactive.
For CCc1cccc(C)c1NC(=S)N(CCN(C)C)Cc1cccs1 the results were TRPC6 inh inactive, TRPC4 agonist inactive, PolyA inhibitor inactive, HIF act -0.3, MrgX1 allo act inactive, TRPC4 PAM inactive, MrgX1 agonist inactive, MrgX1 antagonist inactive, TRPC6 act inactive, AI-2 QS mod -8.6 and TRPC4 block inactive.
For CC1Cc2ccccc2N1CC(=O)NC(c1ccccc1)c1ccccc1 (stereo not drawn) the results were TRPC6 inh inactive, TRPC4 agonist inactive, PolyA inhibitor inactive, HIF act -0.1, MrgX1 allo act inactive, TRPC4 PAM inactive, MrgX1 agonist inactive, MrgX1 antagonist inactive, TRPC6 act inactive, AI-2 QS mod 13.2 and TRPC4 block inactive.
For COc1ccc(-c2nnc(SCC(=O)c3ccco3)n2-c2ccccc2)cc1 the results were TRPC6 inh inactive, TRPC4 agonist inactive, PolyA inhibitor inactive, HIF act 0.3, MrgX1 allo act inactive, TRPC4 PAM inactive, MrgX1 agonist inactive, MrgX1 antagonist inactive, TRPC6 act inactive, AI-2 QS mod 3.9 and TRPC4 block inactive.
For CCCC(=O)Nc1ccc(Cl)c(NC(=O)CC)c1 the results were TRPC6 inh inactive, TRPC4 agonist inactive, PolyA inhibitor inactive, HIF act -1.0, MrgX1 allo act inactive, TRPC4 PAM inactive, MrgX1 agonist inactive, MrgX1 antagonist inactive, TRPC6 act inactive, AI-2 QS mod 10.0 and TRPC4 block inactive.
COC(=O)c1sc(S(=O)(=O)N2CCN(CCO)CC2)c(C(=O)OC)c1C was read as TRPC6 inh inactive, TRPC4 agonist inactive, PolyA inhibitor inactive, HIF act -0.1, MrgX1 allo act inactive, TRPC4 PAM inactive, MrgX1 agonist inactive, MrgX1 antagonist inactive, TRPC6 act inactive, AI-2 QS mod 15.0 and TRPC4 block inactive.
CCOC(=O)C1CCCN(S(=O)(=O)c2cc3c4c(c2)CCC(=O)N4CCC3)C1 (stereo not drawn) was read as TRPC6 inh inactive, TRPC4 agonist inactive, PolyA inhibitor inactive, HIF act -0.1, MrgX1 allo act inactive, TRPC4 PAM inactive, MrgX1 agonist inactive, MrgX1 antagonist inactive, TRPC6 act inactive, AI-2 QS mod 8.1 and TRPC4 block inactive.
Cc1cc(C)c2cc(CN(Cc3nnnn3C3CCCCC3)CC3CCCO3)c(=O)[nH]c2c1 (stereo not drawn) was read as TRPC6 inh inactive, TRPC4 agonist inactive, PolyA inhibitor inactive, MrgX1 allo act inactive, TRPC4 PAM inactive, MrgX1 agonist inactive, MrgX1 antagonist inactive, TRPC6 act inactive, AI-2 QS mod 19.4 and TRPC4 block inactive.
For COc1ccc(N(CC(=O)NN=C2CCN(C)CC2)S(=O)(=O)c2ccc(NC(C)=O)cc2)cc1 the results were TRPC6 inh inactive, TRPC4 agonist inactive, PolyA inhibitor inactive, HIF act 0.3, MrgX1 allo act inactive, TRPC4 PAM inactive, MrgX1 agonist inactive, MrgX1 antagonist inactive, TRPC6 act inactive, AI-2 QS mod 11.4 and TRPC4 block inactive.
Screening Cc1c(Br)c([N+](=O)[O-])nn1CC(=O)NCCc1ccc(Cl)cc1 returned TRPC6 inh inactive, TRPC4 agonist inactive, PolyA inhibitor inactive, HIF act -0.3, MrgX1 allo act inactive, TRPC4 PAM inactive, MrgX1 agonist inactive, MrgX1 antagonist inactive, TRPC6 act inactive, AI-2 QS mod 14.2 and TRPC4 block inactive.
For COC(=O)c1ccccc1NC(=O)CSc1nnc(-c2cccnc2)n1C the results were TRPC6 inh inactive, TRPC4 agonist inactive, PolyA inhibitor inactive, HIF act -0.5, MrgX1 allo act inactive, TRPC4 PAM inactive, MrgX1 agonist inactive, MrgX1 antagonist inactive, TRPC6 act inactive, AI-2 QS mod 6.5 and TRPC4 block inactive.
For O=C(NCCCN1CCCC1=O)c1cccc(S(=O)(=O)N2CCN(c3ccccc3)CC2)c1 the results were TRPC6 inh inactive, TRPC4 agonist inactive, PolyA inhibitor inactive, HIF act -1.2, MrgX1 allo act inactive, TRPC4 PAM inactive, MrgX1 agonist inactive, MrgX1 antagonist inactive, TRPC6 act inactive, AI-2 QS mod 9.5 and TRPC4 block inactive.
For Cc1cc(S(=O)(=O)Nc2c(NC3CCCCC3)c3ccccc3oc2=O)ccc1F the results were TRPC6 inh inactive, TRPC4 agonist inactive, PolyA inhibitor inactive, HIF act -0.4, MrgX1 allo act inactive, TRPC4 PAM inactive, MrgX1 agonist inactive, MrgX1 antagonist inactive, TRPC6 act inactive, AI-2 QS mod 12.1 and TRPC4 block inactive.
For CCN1CCN(CCn2c(=S)[nH]c3cc4c(cc3c2=O)OCO4)CC1 the results were TRPC6 inh inactive, TRPC4 agonist inactive, PolyA inhibitor inactive, HIF act 0.1, MrgX1 allo act inactive, TRPC4 PAM inactive, MrgX1 agonist inactive, MrgX1 antagonist inactive, TRPC6 act inactive, AI-2 QS mod 18.3 and TRPC4 block inactive.
For Cc1cc(/N=C/C=C2\N(C)c3ccccc3C2(C)C)n(CCC#N)n1 the results were TRPC6 inh inactive, TRPC4 agonist inactive, PolyA inhibitor inactive, HIF act -0.9, MrgX1 allo act inactive, TRPC4 PAM inactive, MrgX1 agonist inactive, MrgX1 antagonist inactive, TRPC6 act inactive, AI-2 QS mod 5.6 and TRPC4 block inactive.
O=C(CSc1nc2cc(Cl)ccc2s1)c1ccco1 was read as TRPC6 inh inactive, TRPC4 agonist inactive, PolyA inhibitor inactive, HIF act 0.3, MrgX1 allo act inactive, TRPC4 PAM inactive, MrgX1 agonist inactive, MrgX1 antagonist inactive, TRPC6 act inactive, AI-2 QS mod 21.0 and TRPC4 block inactive.
CC(C)(C)c1nnc2sc(SC/C(O)=C(\C#N)c3nc4ccccc4[nH]3)nn2c1=O was read as TRPC6 inh inactive, TRPC4 agonist inactive, PolyA inhibitor inactive, HIF act -0.4, MrgX1 allo act inactive, TRPC4 PAM inactive, MrgX1 agonist inactive, MrgX1 antagonist inactive, TRPC6 act inactive, AI-2 QS mod 42.2 and TRPC4 block inactive.
COC(=O)c1ccc(CNC(=O)C2CCC(=O)N(CCCc3ccccc3)C2)cc1 (stereo not drawn) was read as TRPC6 inh inactive, TRPC4 agonist inactive, PolyA inhibitor inactive, HIF act -0.2, MrgX1 allo act inactive, TRPC4 PAM inactive, MrgX1 agonist inactive, MrgX1 antagonist inactive, TRPC6 act inactive, AI-2 QS mod -5.2 and TRPC4 block inactive.
CNc1nc(N)c(C(=O)Nc2cc(C)on2)s1 was read as TRPC6 inh inactive, TRPC4 agonist inactive, HIF act 1.6, MrgX1 allo act inactive, TRPC4 PAM inactive, MrgX1 agonist inactive, MrgX1 antagonist inactive, TRPC6 act inactive, AI-2 QS mod 6.0 and TRPC4 block inactive.
`CC(=O)c1cccc(NC(=O)Cn2cnc(S(=O)(=O)N3CCC(C)CC3)c2)c1` gave TRPC6 inh inactive, TRPC4 agonist inactive, PolyA inhibitor inactive, HIF act -0.3, MrgX1 allo act inactive, TRPC4 PAM inactive, MrgX1 agonist inactive, MrgX1 antagonist inactive, TRPC6 act inactive, AI-2 QS mod 26.4 and TRPC4 block inactive.
Screening CCN(CC)c1ccc(/C=N/n2nnnc2N)c(O)c1 returned TRPC6 inh inactive, TRPC4 agonist inactive, PolyA inhibitor inactive, HIF act 0.3, MrgX1 allo act inactive, TRPC4 PAM inactive, MrgX1 agonist inactive, MrgX1 antagonist inactive, TRPC6 act inactive, AI-2 QS mod 5.9 and TRPC4 block inactive.
`O=C(Nc1cccc(Cl)c1)OCCN1CCN(Cc2ccccc2)CCC1=O` gave TRPC6 inh inactive, TRPC4 agonist inactive, PolyA inhibitor inactive, HIF act -1.5, MrgX1 allo act inactive, TRPC4 PAM inactive, MrgX1 agonist inactive, MrgX1 antagonist inactive, TRPC6 act inactive, AI-2 QS mod 16.5 and TRPC4 block inactive.
Screening COc1ccc2[nH]cc(C=O)c2c1 returned TRPC6 inh inactive, TRPC4 agonist inactive, PolyA inhibitor inactive, HIF act -0.5, MrgX1 allo act inactive, TRPC4 PAM inactive, MrgX1 agonist inactive, MrgX1 antagonist inactive, TRPC6 act inactive, AI-2 QS mod 18.7 and TRPC4 block inactive.
COc1cc2cnncc2cc1OC was read as TRPC6 inh inactive, TRPC4 agonist inactive, PolyA inhibitor inactive, HIF act -0.4, MrgX1 allo act inactive, TRPC4 PAM inactive, MrgX1 agonist inactive, MrgX1 antagonist inactive, TRPC6 act inactive, AI-2 QS mod 18.0 and TRPC4 block inactive.
`CCc1noc(C)c1C(=O)N1CCCC(C(=O)c2ccc(OC)c(F)c2)C1` (stereo not drawn) gave TRPC6 inh inactive, TRPC4 agonist inactive, PolyA inhibitor inactive, HIF act 0.0, MrgX1 allo act inactive, TRPC4 PAM inactive, MrgX1 agonist inactive, MrgX1 antagonist inactive, TRPC6 act inactive, AI-2 QS mod 30.5 and TRPC4 block inactive.
`Cn1c(CCN2CCOCC2)nc2cc(NC(=O)COc3ccc([N+](=O)[O-])cc3)ccc21` gave TRPC6 inh inactive, TRPC4 agonist inactive, PolyA inhibitor inactive, HIF act 1.1, MrgX1 allo act inactive, TRPC4 PAM inactive, MrgX1 agonist inactive, MrgX1 antagonist inactive, TRPC6 act inactive, AI-2 QS mod 9.0 and TRPC4 block inactive.
CCNCCC(=O)N1c2ccccc2Sc2ccc(NC(=O)OCC)cc21 was read as TRPC6 inh inactive, TRPC4 agonist inactive, PolyA inhibitor inactive, HIF act 0.1, MrgX1 allo act inactive, TRPC4 PAM inactive, MrgX1 agonist inactive, MrgX1 antagonist inactive, TRPC6 act inactive, AI-2 QS mod 17.0 and TRPC4 block inactive.
